# TAAR1 antag: antagonists of human TAAR1; Q96RJ0; CHO RD-HGA16 TAAR1, Fluo-8 calcium fluorescence, antagonist; inhibition, % at 3 µM; actives 1.5% (n = 360,000); AID 624466;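 active = inhibition above a per-plate cutoff, the mean inhibition of test compounds on that plate plus 3 SD, cut at about 49% in these data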;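 note: 0% = DMSO plus EC80 beta-PEA response and 100% = DMSO alone without agonist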
# Target sequence (Q96RJ0 whole entry, looked up): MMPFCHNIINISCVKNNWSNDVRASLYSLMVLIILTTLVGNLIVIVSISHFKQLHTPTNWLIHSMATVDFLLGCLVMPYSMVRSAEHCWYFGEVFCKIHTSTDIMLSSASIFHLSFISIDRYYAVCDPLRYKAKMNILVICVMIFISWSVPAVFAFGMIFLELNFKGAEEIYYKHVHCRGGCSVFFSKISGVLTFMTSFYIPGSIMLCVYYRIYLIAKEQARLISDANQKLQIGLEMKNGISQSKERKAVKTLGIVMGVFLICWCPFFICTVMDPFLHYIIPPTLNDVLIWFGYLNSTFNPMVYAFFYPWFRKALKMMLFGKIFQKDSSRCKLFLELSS
#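 Test system – hTAAR1-expressing CHO RD-HGA16 cells, Gα16-coupled · Reagent – β-PEA at EC80 concentration, post-compound challenge · Compound dosing – 3 µM, single point · Timing – 140 s kinetic read after compound, 140 s after agonist · Detection – Fluo-8 intracellular calcium dye fluorescence, real-time kinetic reads · Control set – DMSO and EC80 PEA controls · Repeats – n of 1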
# M1 ag: activates human CHRM1 receptor. P11229. CHO-K1 hM1, Fluo-8 calcium fluorescence, agonist mode; 0% DMSO, 100% acetylcholine EC100. actives 0.33% (n = 360,000). activation, % at 3 µM. AID 588814;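 active = activation above the run's mean compound activation plus 3 SD, cut at about 16% in these data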;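 note: peak over basal fluorescence ratio within a 140 s kinetic read after compound addition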
# TAAR1 ag: human TAAR1 agonism; CHO RD-HGA16 TAAR1, Fluo-8 calcium fluorescence; vehicle wells 0%, saturating PEA agonist 100%; Q96RJ0; actives 0.99% (n = 360,000); activation, % at 3 µM;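 active = activation above the mean activation of all test compounds in the run plus 3 SD, cut at about 38% in these data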
#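 System: CHO-derived RD-HGA16 cells with stable Gα16 and human TAAR1. Times: 17-24 h plating, Fluo-8 75 min 37 °C, 30 min RT. Measured by: calcium-sensitive Fluo-8 signal, excitation 470-495, emission 515-575 nm. Read-out basis: % activation relative to PEA EC100 response. Control set: DMSO and PEA EC100. Repeats: no replicates (n 1).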
# CHO-K1 Ca antag: M1 antagonist counterscreen hit in parental CHO-K1 cells. ATP-induced calcium, Fluo-8 fluorescence. inhibition, % at 3 µM. actives 0.6% (n = 360,000);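 active = inhibition above a per-plate cutoff, the plate's mean sample inhibition plus 3 SD, cut at about 24% in these data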;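 note: 0% = DMSO plus EC80 ATP and 100% = DMSO alone without ATP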
# CHO-K1 Ca PAM: counter-screen for M1 PAMs: effect in parental CHO-K1 cells | ATP EC20, Fluo-8 calcium fluorescence; 0% at ATP EC20, 100% at ATP max | actives 0.02% (n = 360,000) | activation, % at 3 µM | AID 602247;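 active = activation above the run cutoff, the mean activation of all test compounds plus 3 SD, cut at about 40% in these data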;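 note: peak over basal fluorescence ratio in a 140 s read after ATP addition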
# CHRM1 antagonist: human CHRM1 antagonism; CHO-K1 hM1, Fluo-8 calcium fluorescence, ACh EC80 antagonist; inhibition, % at 3 µM; actives 1.3% (n = 360,000);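 active = percent inhibition above its own plate's cutoff, namely the mean of that plate's compound wells plus 3 SD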;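 note: peak over basal fluorescence ratio during 140 s after agonist addition; 0% = ACh EC80 plus DMSO and 100% = DMSO alone without agonist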
# CHO parental Ca: counter-screen: ATP calcium response change in parental CHO cells; parental CHO-K1, ATP-induced calcium, Fluo-8 fluorescence; inhibition, % at 5.6 µM; actives 0.63% (n = 330,000);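 active = inhibition above that plate's mean sample inhibition plus 3 SD, cut at about 26% in these data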;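 note: 0% = ATP-challenged DMSO wells and 100% = DMSO wells without ATP; some compounds past the cut are filed as inactive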
#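 Test system: untransfected parental CHO cell line. Compound: one dose, 5.6 µM nominal. Detection: intracellular calcium via Fluo-8 no-wash fluorescent dye. Measure: % inhibition. Benchmarks: ATP-challenged DMSO wells low, unchallenged DMSO wells high.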
# M1 ag parental: counter-screen for M1 agonists: effect in parental CHO-K1 cells; Fluo-8 calcium fluorescence; scaled to maximal ATP response, vehicle zero; activation, % at 3 µM; actives 0.48% (n = 360,000); in the data active = activation above about 15%;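 note: untransfected CHO-K1 host cells lacking M1 receptor as counterscreen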
# CHRM1 PAM: human CHRM1 positive allosteric modulation; P11229; CHO-K1 hM1, Fluo-8 calcium fluorescence, ACh EC20; 0% = ACh EC20, 100% = maximal ACh; activation, % at 3 µM; actives 0.088% (n = 360,000); in the data active = activation above about 19%, passing the limit was not always enough
# * marks the source's active call; other numbers are inactive results; . = not tested or not shown.
SMILES,TAAR1 antag,M1 ag,TAAR1 ag,CHO-K1 Ca antag,CHO-K1 Ca PAM,CHRM1 antagonist,CHO parental Ca,M1 ag parental,CHRM1 PAM
CC(C)Oc1ccc(C(=O)Nc2nc3ccccc3[nH]2)cc1,20,2,-1,-15,18,-4,-1,3.2,8
COc1cc(C(=O)NCCC2=CCCCC2)ccc1OCc1c(C)noc1C,-22,-4,1,5,-19,9,-20,0.9,6
CCN(C(=O)CN1C(=O)COc2ccc(S(=O)(=O)N3CCCCCC3)cc21)c1cccc(C)c1,4,3,2,-8,24,-1,-34,35*,2
O=C(NCc1ccccc1)C(c1cccnc1)N(Cc1ccco1)C(=O)c1ccccn1 (stereo not given),-8,-2,7,-6,24,-6,-20,1.6,4
CCOC(=O)C1(Cc2cccc(OC)c2)CCCN(Cc2c(C)nn(C(C)C)c2C)C1 (stereo not given),-28,-3,0,-9,10,-7,-23,1.0,11
CC(C(=O)O)C(=O)O,-19,0,1,-6,22,-34,-8,1.0,8
O=C(Nc1nc2cc3c(cc2s1)OCCO3)c1cccc(N2C(=O)CCC2=O)c1,38,-1,9,-8,9,-1,-7,0.9,4
Cc1cccc(NC(=O)c2cccc(NC3=NC4CS(=O)(=O)CC4S3)c2)c1 (stereo not given),-6,-4,0,7,2,-3,0,0.5,-2
CCOC(=O)N1CCN(C(=O)Cn2nc(C)n3nc(-c4ccccc4)cc3c2=O)CC1,3,0,1,-10,11,-6,-13,2.3,4
C1CCN=C(Nc2nn[nH]n2)CC1,-19,0,11,-19,21,-21,-12,0.8,12
CSc1ncccc1C(=O)OCC(=O)N1CCN(C(=O)c2ccco2)CC1,0,-3,8,-12,-1,6,5,-0.4,-2
Cc1ccc(SCC2CNc3nc4ccccc4c(=O)n32)c(C)c1 (stereo not given),-11,-5,9,-13,22,-14,1,0.2,6
CC(NC(=O)c1ccco1)c1ccc2c(c1)OCO2 (stereo not given),1,-1,-1,-5,-9,-3,-7,0.9,4
COCC(=O)OCc1cc2cccc(C)c2[nH]c1=O,-45,-2,5,-8,-18,11,-10,1.4,-3
CCCNC(=O)c1cc(C2CCCN(C(=O)c3ccccc3)C2)on1 (stereo not given),-29,-9,1,-11,18,-24,.,0.9,16
O=C(CCS(=O)(=O)c1ccc(Br)s1)N1CCc2ccccc21,-7,-8,1,-9,21,7,-21,-0.1,-6
CCCCC(=O)Nc1nnc(-c2ccc(OC)cc2)s1,3,-3,0,-4,7,-1,-19,-0.1,1
O=C(CSc1ccc2nnc(-c3cccnc3)n2n1)Nc1ccccc1F,-29,-1,2,-4,13,-17,.,0.8,7
CCOc1ccccc1C(=O)Nc1nnc(CC)s1,-37,-2,14,-11,19,-7,-10,1.3,1
Cc1cc(C)n2nc(SCc3nnc(SCc4ccccc4)s3)nc2n1,-13,-2,12,3,10,5,-25,8.6,-1
Cc1ccc(C(=O)O/N=C/c2ccc(N(C)C)cc2)cc1,-25,-2,0,-17,17,-10,10,0.8,6
CCOC(=O)C1CCCN(C(=O)c2[nH]c(C(F)(F)F)nc2-c2ccccc2)C1 (stereo not given),-13,17*,8,0,-8,-9,.,0.0,-10
CCOC(=O)c1cc2ccccc2n1C1CCN(CCc2ccccc2)CC1,46,.,32,13,6,.,.,0.1,.
Cc1c(NC(=S)NC(=O)C(C)(C)C)c(=O)n(-c2ccccc2)n1C,3,-10,0,-3,23,-11,-9,0.7,9
COc1ccccc1N1C(=O)CC(N2CCN(c3ccc(F)cc3)CC2)C1=O (stereo not given),-28,10,9,9,-10,-8,-14,0.7,15
O=C(COc1ccc2ccc(=O)oc2c1)NC1CCCC1,2,-1,0,18,-15,-14,-4,0.4,10

# Full records as entered above. Order of screens: TAAR1 antag, M1 ag, TAAR1 ag, CHO-K1 Ca antag, CHO-K1 Ca PAM, CHRM1 antagonist, CHO parental Ca, M1 ag parental, CHRM1 PAM
# CCOC(=O)C1CCCN(C(=O)c2[nH]c(C(F)(F)F)nc2-c2ccccc2)C1 (stereo not given) in the list: -13, 17*, 8, 0, -8, -9, ., 0.0, -10
# COc1cc(C(=O)NCCC2=CCCCC2)ccc1OCc1c(C)noc1C in the list: -22, -4, 1, 5, -19, 9, -20, 0.9, 6

# Molecules from the list above that have sulfur (eleven):
SMILES,TAAR1 antag,M1 ag,TAAR1 ag,CHO-K1 Ca antag,CHO-K1 Ca PAM,CHRM1 antagonist,CHO parental Ca,M1 ag parental,CHRM1 PAM
CCN(C(=O)CN1C(=O)COc2ccc(S(=O)(=O)N3CCCCCC3)cc21)c1cccc(C)c1,4,3,2,-8,24,-1,-34,35*,2
O=C(Nc1nc2cc3c(cc2s1)OCCO3)c1cccc(N2C(=O)CCC2=O)c1,38,-1,9,-8,9,-1,-7,0.9,4
Cc1cccc(NC(=O)c2cccc(NC3=NC4CS(=O)(=O)CC4S3)c2)c1 (stereo not given),-6,-4,0,7,2,-3,0,0.5,-2
CSc1ncccc1C(=O)OCC(=O)N1CCN(C(=O)c2ccco2)CC1,0,-3,8,-12,-1,6,5,-0.4,-2
Cc1ccc(SCC2CNc3nc4ccccc4c(=O)n32)c(C)c1 (stereo not given),-11,-5,9,-13,22,-14,1,0.2,6
O=C(CCS(=O)(=O)c1ccc(Br)s1)N1CCc2ccccc21,-7,-8,1,-9,21,7,-21,-0.1,-6
CCCCC(=O)Nc1nnc(-c2ccc(OC)cc2)s1,3,-3,0,-4,7,-1,-19,-0.1,1
O=C(CSc1ccc2nnc(-c3cccnc3)n2n1)Nc1ccccc1F,-29,-1,2,-4,13,-17,.,0.8,7
CCOc1ccccc1C(=O)Nc1nnc(CC)s1,-37,-2,14,-11,19,-7,-10,1.3,1
Cc1cc(C)n2nc(SCc3nnc(SCc4ccccc4)s3)nc2n1,-13,-2,12,3,10,5,-25,8.6,-1
Cc1c(NC(=S)NC(=O)C(C)(C)C)c(=O)n(-c2ccccc2)n1C,3,-10,0,-3,23,-11,-9,0.7,9

# Assay outcomes (PubChem BioAssay)
